From PubChem
TAG inh – inhibitors of triacylglycerol accumulation, primary screen, cell-based, uHTS, fluorescence, H9c2; H9c2 cells, Nile Red lipid (TAG) fluorescence; cells loaded with 200 µM oleic acid; AID 651582, 2012; 230,000 compounds, 0.66% hits; inhibition, % at 12.5 µM;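 active means pattern-corrected inhibition of lipid staining of at least 50% with the nuclear-stain viability signal not falling by more than 50%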;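 further: 0% = DMSO wells and 100% = triacsin C control wells; some results filed as inactive read as strong as hits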
TAG inh DAPI viability – recorded beside TAG inh, whose call it bears; DAPI nuclei signal change (viability), lower = more cytotoxic, %;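 whole-well DAPI fluorescence read on a plate reader as a viability signal; minus 50 percent equals half of cells still viable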
* hit, by the source's call; i = inactive. A portion of the library; the hit share may differ from the screen's.

mol,TAG inh,TAG inh DAPI viability
CC(C)CC(N)c1csc(Nc2ncccn2)n1 (stereo not given),6,10
Cn1c(=O)[nH]c(=O)c2c1nc(Br)n2CC(O)COCc1ccccc1 (stereo not given),5,-3
COCCCN(C(=O)c1ccc(-c2ccc(C(C)=O)cc2)o1)c1c(N)n(CC(C)C)c(=O)[nH]c1=O,-4,2
CCOC(=O)c1ccoc1CSCC(=O)N1CCN(S(=O)(=O)c2ccc(C)cc2)CC1,-6,4
COC(=O)C1CCN(C(=O)COC(=O)CNC(=O)c2ccc(Cl)cc2Cl)CC1,-1,-2
CCc1nc2ccccc2nc1N1CCN(S(=O)(=O)c2ccccc2)CC1,1,6
O=C(Cn1cnc2cc([N+](=O)[O-])ccc2c1=O)Nc1ccc(Br)cc1,0,-4
Cc1cc(C)n(-c2nc3c(c(=O)n(C)c(=O)n3C)n2C)n1,13,-2
COc1ccc(Cn2c(=O)[nH]c3cc(C(=O)N4CCN(c5ccccn5)CC4)ccc3c2=O)cc1,19,-10
COc1ccc(C2=NOC(Cn3nc(C(=O)NCc4cccc(C(F)(F)F)c4)cc3-c3ccccc3)C2)cc1 (stereo not given),-2,-2
Cc1oc(-c2ccccc2F)nc1CS(=O)(=O)CC(=O)N1CCc2ccccc21,-1,-6
O=C(COc1ccc(C(=O)c2ccccc2)cc1)Nc1ncccc1O,0,3
CC1C(=O)N(Cc2cn(CC3CCCCC3)nn2)CCS(=O)(=O)N1Cc1ccc(-c2ccc(Cl)c(Cl)c2)cc1 (stereo not given),-11,-1
COCCN(C(=O)CCN1C(=O)C2CC=CCC2C1=O)c1c(N)n(CC(C)C)c(=O)[nH]c1=O (stereo not given),6,-2
CCOc1ccc(C2Sc3ccccc3NC3=C2C(=O)OC3)cc1 (stereo not given),-4,8
O=P(O)(c1ccc(Cl)cc1)c1ccc(Cl)cc1,8,1

Ordered by heavy-atom count (highest first): 5 of the compounds above
mol,TAG inh,TAG inh DAPI viability
CC1C(=O)N(Cc2cn(CC3CCCCC3)nn2)CCS(=O)(=O)N1Cc1ccc(-c2ccc(Cl)c(Cl)c2)cc1 (stereo not given),-11,-1
COc1ccc(Cn2c(=O)[nH]c3cc(C(=O)N4CCN(c5ccccn5)CC4)ccc3c2=O)cc1,19,-10
COCCN(C(=O)CCN1C(=O)C2CC=CCC2C1=O)c1c(N)n(CC(C)C)c(=O)[nH]c1=O (stereo not given),6,-2
O=C(COc1ccc(C(=O)c2ccccc2)cc1)Nc1ncccc1O,0,3
O=P(O)(c1ccc(Cl)cc1)c1ccc(Cl)cc1,8,1

(next part)
mol,TAG inh,TAG inh DAPI viability
COc1ccc(NC(=O)c2cc(C3CCCCN3C(=O)CCc3ccccc3)on2)c(C)c1 (stereo not given),4,-5
CN(C(=O)c1ccoc1)c1ccc2ccccc2c1,14,-7
Oc1c(I)cc(Cl)c2cccnc12,22,-7
O=S(=O)(O/N=C1\CCCc2ccccc21)c1ccc(Cl)cc1,-16,0
Cc1[nH]c2ccccc2c1C(=O)CSC(=S)N1CCN(C)CC1,-25,2
CC(C)(C)OC(=O)CNC(=O)c1[nH]cnc1C(=O)N[C@@H](Cc1ccccc1)C(=O)OC(C)(C)C,-20,5
CN1CCc2c(sc3c2c(=O)n(-c2ccccc2)c2nnc(SCc4ccccc4)n32)C1,-11,0
Cc1cc(C)cc(N2C(=O)C3CC=CCC3C2=O)c1 (stereo not given),-1,9
COCCN1C(=O)c2oc3ccccc3c(=O)c2C1c1ccc(C(=O)OC)cc1 (stereo not given),-19,13
COC(=O)c1sccc1NC(=O)COc1ccc(F)cc1Cl,-16,2
COc1ccc(CN2CCNC(=O)C2CC(=O)N(Cc2nccn2C)C(C)C)c(OC)c1 (stereo not given),6,-9
NC(=O)CSc1cn(Cc2ccc(F)cc2)c2ccccc12,-7,5
Cc1ccc(S(=O)(=O)N(C)c2ccc(C(=O)NCc3ccccn3)cc2)cc1,0,14
O=C(Nc1ccc2c(c1)oc1ccccc12)c1ccc(Br)o1,33,0
Cc1nn(C(C)C(=O)N/N=C/c2ccc(N(C)C)cc2)c(C)c1[N+](=O)[O-] (stereo not given),-3,2
Cc1ccc(Cn2c(NCCCn3ccnc3)nc3c2c(=O)n(C)c(=O)n3C)cc1,-8,3
CNC(=O)c1ccc(-c2ccc(F)cc2)s1,6,1
O=c1ccc(-c2ccccc2)no1,-5,3
COC(=O)C1SCCN1S(=O)(=O)c1ccc(Cl)cc1 (stereo not given),10,-2
CC(C)(C)n1nnnc1C(c1ccc2ncccc2c1)N1CCC(O)CC1 (stereo not given),3,10
O=C(c1ccccc1)C(CCC(CN1CCOCC1)C(=O)c1ccccc1)CN1CCOCC1 (stereo not given),-9,-6
Cc1noc(C)c1COc1ccc(C(=O)N(C)CCOc2ccccc2)cc1,0,-3
CC(=O)N(C)c1ccc(NC(=O)Cc2cccs2)cc1,4,-3
COc1ccc(NC(=O)C2=CC(c3ccc(OC)c(OC)c3)=NS(=O)(=O)N2C)cc1,-3,-12
c1ccc(-c2cnn3c(-c4ccccc4)c(-c4ccccc4)nc3n2)cc1,-35,5
CC/C(=C\C(=O)c1ccncc1)Nc1ccc(O)cc1,7,4
O=C(CNC(=O)C1CC(=O)N(c2cccc3ccccc23)C1)Nc1ccccc1Br (stereo not given),-8,4
O=c1oc2ccccc2c(Nc2ccc(F)cc2)c1[N+](=O)[O-],15,-5
Clc1ccc(-c2cnn3c(-c4ccncc4)ccnc23)cc1,-5,-13
N=C(c1cccc([N+](=O)[O-])c1)N1CCCCCC1,-9,3
CC(Sc1nnc(CNc2cccc3ccccc23)n1-c1ccccc1)C(=O)N/N=C/c1ccco1 (stereo not given),-9,2
O=C(NC(=S)Nc1cccc2[nH]ncc12)c1ccccc1,-6,3
O=C(COC(=O)/C=C/c1ccc2ccccc2n1)NNC(=O)c1ccc([N+](=O)[O-])cc1,18,-11
Cc1ccc(Cl)cc1N1CCN(C(=O)Cc2cn(C)c3ccccc23)CC1,-5,7
O=C(O)C1OC(Oc2cc3oc(-c4ccccc4)cc(=O)c3c(O)c2O)C(O)C(O)C1O (stereo not given),10,-5
Cc1cccc(S(=O)(=O)NC(=O)C2(C)CCN2C(=O)Cc2cc(F)ccc2F)c1 (stereo not given),-2,3
CCCC(=O)N1c2ccccc2C(N(C(C)=O)c2ccccc2)CC1C (stereo not given),-15,2
CCO[C@H]1OC(C(=O)NCc2nc3ccccc3[nH]2)=C[C@@H](c2ccccc2)[C@@H]1CCCO,-2,-1
Cc1ccc(Sc2ccc(CO)cc2[N+](=O)[O-])cc1,27,-13
Cc1ccc(/C=N/NC(=O)CNC(=O)c2ccc(C)c([N+](=O)[O-])c2)o1,8,1

The listing continues:
Every second line gives: TAG inh	TAG inh DAPI viability
CCn1c(CNc2ccc(F)cc2)nnc1SCC(=O)N1CCCc2ccccc21
→ -23	-11
CCOc1cc(N2CCOCC2)c(OCC)cc1NC(=O)c1cc(C)cc(C)c1
→ 21	3
Cc1ccc(NC(=O)C2CCN(C(=O)NC3CCCCC3)CC2)c(C)c1
→ -2	7
CCC(=O)OCC(=O)N=c1sccn1Cc1ccc(C)cc1
→ -1	-9
O=c1c2cc(NC(=S)N3CCC(N4CCCCC4)CC3)ccc2nc2n1CCCCC2
→ 1	2
Cc1cc(C)cc(-n2nnc(C(=O)NCc3ccccc3)c2N)c1
→ 10	6
O=C(O)c1cccc(-c2nnn(Cc3ccccc3)n2)c1
→ 6	-1
COc1cc(C)c(S(=O)(=O)n2c([N+](=O)[O-])cnc2C)cc1C
→ -3	4
COCc1ccc(CN2CCC(C(=O)Nc3cccc(-c4cccc(Cl)c4)c3)CC2)o1
→ -12	11
C[C@H](CO)N1C[C@H](C)[C@@H](CN(C)C(=O)Nc2ccccc2)Oc2c(NC(=O)C3CCCCC3)cccc2C1=O
→ 9	2
Fc1ccc(C2=NN(c3ccccc3)C(c3ccco3)C2)cc1 (stereo not given)
→ -1	i
CCS(=O)(=O)N1CCN(C(=O)c2cccnc2)CC1
→ -19	9
CC(=O)Nc1ccc(S(=O)(=O)Nn2cnnc2)cc1
→ -16	8
COc1ccc2c(c1)nc(N)n2Cc1ccccc1
→ -26	4
CCCC(C(=O)c1ccccc1)n1cncn1 (stereo not given)
→ -10	1
CCCN1C(=O)c2ccc(C(=O)Nc3ccc4c(c3)OCO4)cc2C1=O
→ 4	-8
O=C(COc1ccc(/C=N/NC(=O)c2ccccc2O)cc1)Nc1ccccc1
→ -8	10
O=C(COC(=O)c1cccc(Cl)c1)Nc1cc(S(=O)(=O)N2CCOCC2)ccc1N1CCOCC1
→ 3	-3
C#C[C@]1(OC(C)=O)CCC2C3CCC4=CC(=O)CC[C@@H]4C3CC[C@@]21C (stereo not given in full)
→ -4	0
O=C(Cn1c2c(c(-c3ccccc3Cl)cc1=O)CCC2)NCC1CCCO1 (stereo not given)
→ -3	6
Cc1ccc(S(=O)(=O)c2c(C)nn(C(C)(C)C)c2OC(=O)C2CCCC2)cc1
→ 17	-17
CC1CC(C)CN(CCOc2ccc(Cl)cc2Cl)C1 (stereo not given)
→ 1	-1
CCC(=O)NC(=S)Nc1ccc(Cl)cn1
→ 3	7
Cc1ccccc1-n1c(=O)cc(N2CCN(Cc3ccccc3)CC2)[nH]c1=O
→ -1	3
COc1ccc(-n2nnnc2SCC#CCO)cc1
→ 19	-6
CCOC(=O)C1CCCN(c2c(NCC3CCCO3)c(=O)c2=O)C1 (stereo not given)
→ -5	-3
COc1cccc(Nc2nc(N)c([N+](=O)[O-])c(NCc3ccco3)n2)c1
→ -9	1
O=C(NCc1ccco1)c1ccc(Cn2c(=O)c3ccccc3n(Cc3ccc(Cl)cc3)c2=O)cc1
→ -8	0
Cc1cc(=O)c2cc(NC(=O)c3ccccc3Cl)ccc2[nH]1
→ 10	-8
Cc1ccc(-c2cc3c(N=O)c4ccccc4c-3n[nH]2)cc1
→ 6	3

Continued (four carried over from the part before).
Every second line gives: TAG inh	TAG inh DAPI viability
COc1cccc(Nc2nc(N)c([N+](=O)[O-])c(NCc3ccco3)n2)c1
→ -9	1
O=C(NCc1ccco1)c1ccc(Cn2c(=O)c3ccccc3n(Cc3ccc(Cl)cc3)c2=O)cc1
→ -8	0
Cc1cc(=O)c2cc(NC(=O)c3ccccc3Cl)ccc2[nH]1
→ 10	-8
Cc1ccc(-c2cc3c(N=O)c4ccccc4c-3n[nH]2)cc1
→ 6	3
CC1(NC(=S)NCCCCCCNC(=S)NC2(C)CCS(=O)(=O)C2)CCS(=O)(=O)C1 (stereo not given)
→ -16	16
Cc1ccc(OCC(=O)Nc2ccc(-c3nc4ncccc4o3)cc2)c(C)c1
→ -4	9
CCOc1ccc(CCNC(=O)c2ccc(C)c(S(=O)(=O)N3CCOCC3)c2)cc1OCC
→ 36	-7
COc1cc2nc(C(C)(C)C)oc(=O)c2cc1OC
→ 9	-6
Cc1ccc(CN2CC(C(=O)N(CC(C)C)c3c(N)n(Cc4ccccc4)c(=O)[nH]c3=O)CC2=O)cc1 (stereo not given)
→ 1	0
CSCCCN1CCCC(CO)(Cc2ccc(F)cc2)C1 (stereo not given)
→ -2	5
CCOC(=O)N1CCN(C(=O)CSc2nnc(-c3cccc(OC)c3)o2)CC1
→ -19	-5
CCOc1cc(C#N)c(NC(=O)Cn2nnc3ccccc32)cc1OCC
→ 2	-1
O=C(CN1CCNCC1)Nc1ccccc1Cl
→ 30	-24
CC(C)(C)NC(=O)NC(=O)CSc1cccc(C(F)(F)F)c1
→ 5	-7
O=C(CCC(=O)N1CCOc2ccc(Cl)cc21)NCCCN1CCOCC1
→ 4	2
COc1cc(/C=C2/SC(=S)N(C)C2=O)ccc1OC(=O)c1ccco1
→ -16	4
CCOCCn1c(SCc2ccc(F)cc2)nc2c1c(=O)[nH]c(=O)n2C
→ 4	3
CCCN(CCC)S(=O)(=O)c1ccc(C(=O)Nc2ccc(OCC(=O)N3CCOCC3)cc2)cc1
→ 40	5
NC(c1csc(Nc2nccc(C(F)(F)F)n2)n1)C1CCCCC1 (stereo not given)
→ 18	-2
Cc1ccccc1Nc1nc(N)nc(CN(C)c2ccccc2)n1
→ 1	-3
COc1ccc(N2CCN(C(=O)Cc3ccc(Br)cc3)CC2)cc1
→ -12	2
O=C(NCc1ccc(F)cc1)C1CCN(S(=O)(=O)N2CCOCC2)CC1
→ -12	-1
O=C(O)CCSCCC(=O)O
→ 0	3
Cc1ccc(F)cc1C(=O)N1CCCCC1c1cc(C(=O)Nc2ccccc2)no1 (stereo not given)
→ 8	-1
CCOc1ccc(Cl)cc1S(=O)(=O)N1CCN(c2ccc(F)cc2)CC1
→ 8	-11
O=C(CSc1nnc(-c2cccs2)n1-c1ccccc1)NCc1ccc2c(c1)OCO2
→ 1	0
CC(NC(=O)c1ccc(Cl)cc1Cl)C(c1ccccc1)N1CCOCC1 (stereo not given)
→ 4	-12
O=C(Cn1nnc2ccccc21)OCC(=O)c1ccccc1
→ 1	-3
O=C(O)COc1ccccc1C=NNC(=O)c1ccccc1NS(=O)(=O)c1cccs1
→ 11	-1
COc1cccc(/C=N\NC(=O)c2ccc(Cn3cc(Br)c([N+](=O)[O-])n3)o2)c1O
→ 34	-28
CCOC(=O)c1ccc(COC(=O)CNS(=O)(=O)c2ccccc2)cc1
→ 2	-10
